Bioassay records: PubChem, several laboratories
T cell modulator = T cell immune modulators affecting CD8 T cell-vesicle binding | 2C CD8+ T cell-vesicle binding, flow cytometry; stronger effect = lower value | calls only at 7 µM | hit rate 0.068% among 330,000 | AID 2052;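 active = response, share of CD8 T cells binding vesicles, and their 90th percentile fluorescence all below set limits, cut at about 80% in these data, passing the limit was not always enough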
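material = purified 2C TCR transgenic mouse naive CD8+ T cells | controls = Unloaded micro-vesicles (low), QL9 vesicles with 0.7% DMSO (high) | detection = cytometric PE anti-B7-1 and Alexa647 anti-CD8 signals after 1% paraformaldehyde fixation | incubation = binding step 1.5 h, 37 °C, antibody labelling 20 min, ice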
MT stabilizer = microtubule stabilization, imaging screen; HeLa tubulin immunostaining HCS, 24 h; share of cells brighter than vehicle mean+2SD; % tubulin-high responders, % at 10 µM; hit rate 0.83% among 200,000;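 active = plate Z-score above 3 for both tubulin-high and condensed-nucleus cell shares, with cell loss under 80%, at 10 µM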;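 note: anti alpha tubulin signal scored within the nucleus-defined area of each cell; some results filed as inactive read as strong as hits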
Ins promoter up = MIN6 insulin promoter up-regulation; MIN6 insulin promoter-GFP reporter, high-content imaging; stronger effect = higher value; z-score at 5 µM; hit rate 0.3% among 190,000;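 active = z-score above 3 at 5 µM with at least 500 cells counted in the well; inconclusive = wells under 500 cells, flagged as cytotoxic or low count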
WT yeast gro inh = growth inhibition of WT yeast, mitochondrial fusion screen | mitochondrial fusion phenotypic screen, WT strain | hit rate 2.1% among 190,000 | AID 1362 | inhibition, % at 10 µM; in the data active = inhibition above about 58%; tested in S. cerevisiae
Myeloid diff 2 = compounds promoting myeloid differentiation | calls only at 10 µM | hit rate 1% among 360,000 | ER-HoxA9 myeloid progenitors, lysozyme-GFP differentiation, flow cytometry;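 active = normalized GFP-positive differentiation at or above the plate's own cutoff, the solvent-only control mean plus 3 SD; inconclusive = no clear call, values can overlap the other calls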;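 note: cells exposed to compound for four days before flow analysis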
Autophagy mod = modulators of autophagy; hit rate 0.98% among 190,000; MEF GFP-LC3 puncta imaging; test concentration mostly 10 µM; AID 463193; calls only at 10 µM (by protocol);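 active = percentage of spot-positive cells more than 3 SD above its plate mean, without a fluorescence outlier flag or 80% toxicity; inconclusive = no clear call, values can overlap the other calls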;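 note: spot-positive cell cutoff set from DMSO-treated cells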
Hep lipid drop = hepatic lipid droplet formation modulation | AML12 mouse hepatocytes, oleate lipid droplets, BODIPY imaging | inhibition, % at 6.5 µM | hit rate 0.4% among 240,000 | AID 1656;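 active = lipid droplet intensity inhibited by at least 50%, with more than 500 cells counted; inconclusive = wells with under 300 cells, treated as cytotoxic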
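Material – AML12 mouse liver cells · Also added – oleate loading, 100 µM · Compound dosing – 6.5 µM single-point dosing · Times – overnight treatment with compound plus oleate · Measured by – fluorescence imaging, 20x objective, two fields per well · Read-out – percent inhibition of filter-corrected integrated lipid droplet intensity per well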
West Nile virus CPE = West Nile virus antiviral activity, cell-based, CPE readout (AID 1621). West Nile virus-infected cells, CPE inhibition; higher % means a stronger effect. one-dose CPE inhibition, % at 10 µM; IC50 in µM for titrated hits. hit rate 0.02% among 290,000; in the data active = a potency from the dose series; inconclusive = CPE inhibition mostly from about 3.7% at the one dose, without a potency; inactive = the rest, 99 in 100 with CPE inhibition below about 2.2%; note: strong numbers were not always called active
b-catenin transl = modulators of beta-catenin nuclear translocation; HeLa beta-catenin nuclear translocation, immunofluorescence imaging; nuclear translocation activity, % at 5 µM; hit rate 0.3% among 190,000; AID 1665;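 active = nuclear translocation activity above 50% at 5 µM, with a well cell count of 50 or more; inconclusive = wells under 50 cells across six images, flagged as toxic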;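 note: per-cell ratio of nuclear to cytoplasmic median beta-catenin stain intensity; plate controls were DMSO negative control for no effect and GSK-3 inhibitor IX positive control for full effect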
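Test system: HeLa cells, endogenous beta-catenin; Compound: single 5 µM dose plus 0.02–20 µM confirmation series; Times: compound exposure 24 h at 37°C; Signal: fluorescence imaging of beta-catenin antibody stain plus DAPI; Read-out: % activation, nuclear-to-cytoplasmic median beta-catenin signal ratio per cell.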
WT yeast gro inh mutant strain = also measured in WT yeast gro inh; calls as there; inhibition, %; mitochondrial fusion phenotypic screen, mutant strain inhibition
Ins promoter up cell count = also measured in Ins promoter up; calls as there; cell count; measured here: cytotoxicity, nuclei count;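 total cells summed across four imaged fields per well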
Hep lipid drop cells 6.5 µM = further read-out of Hep lipid drop, marked with its call; cell count; measured here: cell count, cytotoxicity flag;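 cells counted across two imaged fields per well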
b-catenin transl cell count 5 µM = recorded beside b-catenin transl, whose call it bears; cell count; measured here: cell count, cytotoxicity flag
T cell modulator vesicle-bound % = second read-out of T cell modulator, no call of its own (marks repeat the call); double positive events, %; measured here: CD8+ vesicle-bound cell fraction;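 binding gate set so that unloaded-vesicle control wells show 10% double positive cells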
MT stabilizer Hoechst-high % = second read-out of MT stabilizer, no call of its own (marks repeat the call); % Hoechst-high responders; measured here: nuclear condensation Hoechst responders;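 share of cells brighter than vehicle mean plus two SD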
MT stabilizer cytotoxicity % = recorded beside MT stabilizer, whose call it bears; toxicity, %; measured here: cytotoxicity by cell density;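 0% = mean cell density of plate MIN control wells and 100% = no cells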
Autophagy mod cell loss 18 h = recorded beside Autophagy mod, whose call it bears; toxicity, %; measured here: cell loss, nuclei count;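 cell loss after 18 h compound exposure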
Myeloid diff 2 GFP+ MAC1+ % = recorded beside Myeloid diff 2, whose call it bears; GFP+ MAC1+ double positive, %; measured here: differentiation confirmed by MAC1 staining
An asterisk follows results filed as active; i = inactive; ? = inconclusive; nt = not tested or not shown.

Structure	T cell modulator	T cell modulator vesicle-bound %	MT stabilizer	MT stabilizer Hoechst-high %	MT stabilizer cytotoxicity %	Ins promoter up	Ins promoter up cell count	WT yeast gro inh	WT yeast gro inh mutant strain	Myeloid diff 2	Myeloid diff 2 GFP+ MAC1+ %	Autophagy mod	Autophagy mod cell loss 18 h	Hep lipid drop	Hep lipid drop cells 6.5 µM	West Nile virus CPE	b-catenin transl	b-catenin transl cell count 5 µM
NS(=O)(=O)c1ccc(CNC(=S)NCc2ccc(Cl)cc2)cc1	i	31	11*	18*	21*	-0.31	1389	-17	-3	i	1.3	i	-8	-8	666	-0.7%	1.1	928
O=C(Cn1cnc2ccccc2c1=O)Nc1nnc(C2CC2)s1	i	41	4.2	1.8	9.1	0.13	1429	-11	-4	i	0.6	i	-13	-8	650	nt	-0.8	1133
O=C(O)C(=O)Cc1c[nH]c2ccccc12	i	19	2.2	2.5	7.5	0.66	1215	-11	-2	i	2.1	i	7	nt	nt	-0.2%	0.6	527
Cc1ccc(-c2nc(CN3CCCCC3c3cccc(F)c3)c(C)o2)o1 (stereo not drawn)	i	23	3.2	1.0	7.4	nt	nt	10	0	i	0.4	i	4	-29	779	-1.1%	-0.2	980
COc1ccc(C(C)=O)cc1CS(=O)(=O)CC(=O)O	i	5	8.9	1.0	11	-0.04	1567	1	2	i	0.4	i	1	27	663	0.9%	-3.5	1148
COc1ccc(CN(CC(=O)NC2CCCCC2)C(=O)CCCC(=O)Nc2ccccn2)cc1	i	56	3.0	1.2	4.8	nt	nt	-9	-6	i	0.4	i	10	-23	568	0.1%	-0.6	1584
COc1ccccc1OCCSc1nc2ccccc2n1CC(O)CO (stereo not drawn)	i	67	nt	nt	nt	nt	nt	nt	nt	i	0.3	nt	nt	-11	855	-0.3%	nt	nt
COc1cc(NC(=O)C(C)Oc2ccccc2)ccc1NC(=O)COc1ccccc1 (stereo not drawn)	i	11	nt	nt	nt	nt	nt	nt	nt	i	3.6	nt	nt	11	741	-0.2%	nt	nt
O=C(CN1C(=O)CCS(=O)(=O)c2ccccc21)NCc1ccc2c(c1)OCO2	i	31	2.5	1.5	6.5	0.01	1170	0	-12	i	1.0	i	-5	1	765	0.0%	-4.0	1108
Cc1ccc(C(=O)COC(=O)C(C)N2C(=O)C3C4C=CC(C4)C3C2=O)cc1 (stereo not drawn)	i	35	2.6	2.9	7.0	0.3	1437	-2	-8	i	0.8	i	-2	4	637	-0.4%	-2.1	1037
CN1CCN(c2ccccc2NC(=O)c2ccc(-c3ccc(Cl)cc3Cl)o2)CC1	i	22	2.2	0.9	7.8	0.69	813	71	75	?	nt	i	-7	1	825	0.2%	nt	nt
CCOc1ccc(NC(=O)Cn2nnc(C(=O)NCCc3ccc(OC)c(OC)c3)c2N)cc1	i	12	2.8	2.5	4.5	-0.83	1424	-4	-5	i	1.7	i	-24	nt	nt	0.5%	-2.8	944
Cc1nonc1CN(C)C(=O)CC1C(=O)NCCN1Cc1ccccc1F (stereo not drawn)	i	14	nt	nt	nt	nt	nt	nt	nt	?	nt	nt	nt	4	719	-0.6%	nt	nt
Cc1ccsc1S(=O)(=O)N1CCC(CO)(CC2CCCCO2)CC1 (stereo not drawn)	i	44	2.5	1.2	8.5	0.16	1413	-2	-4	i	0.1	i	-5	0	655	0.1%	-1.3	987
Cc1ccc(S(=O)(=O)c2nc(-c3ccccc3Cl)oc2N(C)C)cc1	i	16	nt	nt	nt	nt	nt	nt	nt	i	1.1	nt	nt	-36	661	-0.8%	nt	nt
CCN1CCN(C(=O)CCc2nc3ccccc3c(=O)[nH]2)CC1	i	40	2.8	2.8	6.0	0.55	1434	-7	-10	i	0.4	i	-3	nt	nt	0.1%	0.0	1330
O=C(Nc1cc(C(F)(F)F)ccc1Cl)C(Sc1cccc[n+]1[O-])c1ccccc1 (stereo not drawn)	i	29	3.2	1.5	1.1	-0.05	1315	24	4	i	0.3	i	17	-37	612	-1.6%	-7.3	589
O=c1c(Cc2ccc(Cl)cc2)c(O)ccn1Cc1ccccc1	i	35	1.7	1.8	0.6	0.06	1781	14	25	i	0.9	i	5	-12	672	0.0%	0.8	1053
COc1ccc(C2CC(=O)C3=C(C2)Nc2ncnn2C3c2ccccc2C)c(OC)c1 (stereo not drawn)	i	50	4.7	3.4	4.2	0.71	1128	-11	-5	i	1.0	i	-11	nt	nt	1.3%	-0.5	1055
O=C(/C=C\Nc1ccccn1)c1ccccc1	i	40	2.0	2.8	10	-1.2	1490	5	-5	i	0.5	i	6	nt	nt	-0.2%	-9.2	971
Cc1cc(Cl)cc(C)c1OCCCCn1ccnc1	i	29	2.2	2.2	6.9	nt	nt	76*	68*	i	6.2	i	5	nt	nt	-0.9%	-2.3	1011
O=C(O)CCCCn1c(SCc2cc(=O)n3cc(Cl)ccc3n2)nc2ccsc2c1=O	i	16	5.7	1.4	13	-0.13	1337	-10	-12	i	0.3	i	3	2	735	0.7%	-1.6	571
COC(=O)C1=C(C(=O)OC)N2C=CC=CC2(C)C(C(=O)OC)=C1C(=O)OC (stereo not drawn)	i	36	4.1	2.5	8.1	nt	nt	-10	20	i	0.6	i	-7	-3	564	0.2%	2.0	905
CC1CCCN(C(=O)CNC(=O)c2ccco2)C1 (stereo not drawn)	i	12	nt	nt	nt	nt	nt	nt	nt	i	0.4	nt	nt	-9	772	0.1%	nt	nt
Cc1ccc(-n2ncc3c(NCc4ccccn4)ncnc32)c(C)c1	i	27	1.4	1.6	1.7	0.96	1274	-4	6	i	1.6	nt	nt	nt	nt	-0.7%	-2.8	982
COc1ccc(-n2cc(C(=O)O)c3ccccc3c2=O)cc1	i	51	0.9	1.4	6.7	-0.23	1036	-1	1	i	1.8	i	3	-11	770	0.5%	nt	nt
CCOc1ccccc1NS(=O)(=O)c1cccs1	i	32	3.1	2.0	4.2	0.16	1317	24	-3	i	0.6	i	-1	-5	759	0.4%	2.6	1143
Cc1nnc(N2CCc3ccccc3C2)[nH]c1=O	i	16	3.6	2.2	3.9	nt	nt	-7	-50	i	1.9	i	-4	-12	651	-0.1%	1.0	924
Nc1ccccc1N1CCOCC1	i	38	0.9	1.5	8.7	-0.78	1022	-8	-35	i	4.1	i	-12	15	800	0.3%	nt	nt
CCC(=O)N(C(=O)CC)N1CCN(c2ccncc2S(=O)(=O)N2CCCCC2)CC1	i	26	nt	nt	nt	nt	nt	nt	nt	i	4.4	nt	nt	-15	673	-0.9%	nt	nt
CCN(C(=O)COC(=O)c1cc(=O)[nH]c2ccccc12)C1CCS(=O)(=O)C1 (stereo not drawn)	i	8	nt	nt	nt	0.27	892	nt	nt	i	0.6	nt	nt	31	599	0.1%	-0.9	1304
Cc1ccc2cc(CCNC(=O)c3ccc(Br)o3)c(=O)[nH]c2c1	i	64	4.4	3.7	7.3	-0.06	1600	32	30	i	1.1	i	-7	nt	nt	nt	1.0	1325
CN(C(=O)c1ccc2ccccc2c1)c1ccccn1	i	10	nt	nt	nt	nt	nt	nt	nt	i	2.3	nt	nt	-2	785	1.2%	nt	nt

Ordered by SMILES length (lowest first): part of the list above
Structure	T cell modulator	T cell modulator vesicle-bound %	MT stabilizer	MT stabilizer Hoechst-high %	MT stabilizer cytotoxicity %	Ins promoter up	Ins promoter up cell count	WT yeast gro inh	WT yeast gro inh mutant strain	Myeloid diff 2	Myeloid diff 2 GFP+ MAC1+ %	Autophagy mod	Autophagy mod cell loss 18 h	Hep lipid drop	Hep lipid drop cells 6.5 µM	West Nile virus CPE	b-catenin transl	b-catenin transl cell count 5 µM
CN(C(=O)c1ccc2ccccc2c1)c1ccccn1	i	10	nt	nt	nt	nt	nt	nt	nt	i	2.3	nt	nt	-2	785	1.2%	nt	nt
COc1ccc(-n2cc(C(=O)O)c3ccccc3c2=O)cc1	i	51	0.9	1.4	6.7	-0.23	1036	-1	1	i	1.8	i	3	-11	770	0.5%	nt	nt
O=C(O)CCCCn1c(SCc2cc(=O)n3cc(Cl)ccc3n2)nc2ccsc2c1=O	i	16	5.7	1.4	13	-0.13	1337	-10	-12	i	0.3	i	3	2	735	0.7%	-1.6	571
